# High-throughput results: PubChem BioAssay, National Center for Advancing Translational Sciences (NCATS)
# JMJD2A Tudor inh = inhibitors of human JMJD2A Tudor domain. O75164. AlphaScreen JMJD2A-Tudor / H3K4me3 peptide binding. Potency, µM (highest dose often 114 µM), for inactives: at the top dose activity change, negative = inhibition, most hits filed as inhibitors. hit rate 4.4% among 390,000. AID 504339; also: % is scaled to controls: 0 for no effect and ±100 for the full control effect; nearly all actives have a fitted effect of over 50% in size
# Pin1 inhibitor = human Pin1 inhibition; Q13526; Pin1 FP peptide displacement, HiFluor488, 10 min; Potency, µM (top dose mostly 115 µM), for inactives: top-dose activity, negative = inhibition, usual class: inhibitors; hit rate 0.009% among 390,000; active = well fitted inhibition curve with a large enough effect in the polarisation, with a control signal flat, not every such curve was filed as active; inconclusive = small, poorly fitted or top-dose-only effect, or effect the other way, or a change in a side signal; inactive = no such curve, though single readings can be large or run the other way; the % refers to the polarisation; also: % is scaled to controls: 0 for no effect and ±100 for the full control effect
# G9a block = inhibitors of human histone lysine methyltransferase G9a; Q96KQ7; Potency, µM (titrated, usually from 102 µM), for the others: at the highest dose activity, negative = inhibition, actives largely listed as inhibitors; G9a H3K9 monomethylation, AlphaScreen, 2 h; hit rate 8.8% among 350,000; also: % is scaled to controls: 0 for no effect and ±100 for the full control effect; nearly all actives have a fitted effect of over 75% in size
#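 Enzyme 20 nM + cpd, 15 min RT; add b-H3K9 pep 500 nM / SAM 20 uM; 2 h RT; anti-H3K9me1 Ab 0.5 ug/mL + SA donor / anti-rabbit acceptor beads 20 ug/mL each, 10 min; AlphaScreen read.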
# Tb PGK inh = T. brucei PGK inhibition; Potency, µM (top dose mostly 57.5 µM), without a hit: at the top dose activity change, negative = inhibition, hits mostly inhibitors; PGK/GAPDH coupled, Kinase-Glo luminescence, 60 min; AID 602233; P07378; hit rate 0.043% among 380,000; also: % is scaled to controls: 0 for no effect and ±100 for the full control effect; nearly all actives have a fitted effect of over 60% in size
#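 Recombinant glycosomal PGK reaction used 1,3-bisphosphoglycerate generated in-well by GAPDH (100nM final) in 100mM TEA pH 7.6, 5mM MgCl2, 0.01% Tween-20. After 60 minutes at room temperature, ATP was read by Kinase-Glo Plus luminescence end-point.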
# POLI inh = DNA polymerase iota (human) inhibition | hit rate 1% among 390,000 | Pol iota fluorescent replication assay, 10 min | Potency, µM (series often up to 115 µM), inactives show at the highest dose activity, negative = inhibition, most hits filed as inhibitors
#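 Fluorescent replication assay read twice, at 0 min and 10 min after adding 50 nM (final) substrate. Enzyme (10 nM) and compounds were first incubated 15 min at room temperature; enzyme-free buffer wells were negative controls.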
# HP1b chromo inh = HP1-beta chromodomain-methylated histone interaction inhibition; P83916; AlphaScreen HP1-beta / biotin-H3K9me3 peptide binding; Potency, µM (doses to about 114 µM), for the others: at the top dose activity change, negative = inhibition, usual class: inhibitors; hit rate 0.56% among 390,000; AID 540317; also: nearly all actives have a fitted effect of over 70% in size; inactives centre near 23
#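 HP1-beta protein (50 nM final) preincubated 30 min at room temperature with biotinylated H3(1-18)K9me3 peptide (50 nM) in PBS pH 7.4, 0.01% Tween-20, then compound added for 30 min. AlphaScreen streptavidin donor/nickel chelate acceptor beads (10 ug/mL final), 30 min dark, luminescence read.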
# GLS inh = glutaminase GLS (human) inhibition | O94925 | GLS enzymatic activity, qHTS titration | Potency, µM (top dose mostly 45.5 µM), without a hit: top-dose activity change, negative = inhibition, usual class: inhibitors | hit rate 0.21% among 410,000; also: % is scaled to controls: 0 for no effect and ±100 for the full control effect
#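 hKGA; 45 mM KH2PO4 pH 8.2 + 0.02% Tween-20; cpd via pin tool; 1 mM Gln soln; GluOx/HRP/Amplex Red; RT 30 min; fluor. t0 & final.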
# BAZ2B inh = inhibitors of human BAZ2B bromodomain. Potency, µM (series often up to 114 µM), inactives show at the highest dose activity change, negative = inhibition, actives largely listed as inhibitors. AlphaScreen BAZ2B-H3K14Ac peptide displacement. hit rate 4.4% among 360,000. Q9UIF8; also: % is scaled to controls: 0 for no effect and ±100 for the full control effect; nearly all actives have a fitted effect of over 60% in size
# Target sequence (Q9UIF8 whole entry, looked up): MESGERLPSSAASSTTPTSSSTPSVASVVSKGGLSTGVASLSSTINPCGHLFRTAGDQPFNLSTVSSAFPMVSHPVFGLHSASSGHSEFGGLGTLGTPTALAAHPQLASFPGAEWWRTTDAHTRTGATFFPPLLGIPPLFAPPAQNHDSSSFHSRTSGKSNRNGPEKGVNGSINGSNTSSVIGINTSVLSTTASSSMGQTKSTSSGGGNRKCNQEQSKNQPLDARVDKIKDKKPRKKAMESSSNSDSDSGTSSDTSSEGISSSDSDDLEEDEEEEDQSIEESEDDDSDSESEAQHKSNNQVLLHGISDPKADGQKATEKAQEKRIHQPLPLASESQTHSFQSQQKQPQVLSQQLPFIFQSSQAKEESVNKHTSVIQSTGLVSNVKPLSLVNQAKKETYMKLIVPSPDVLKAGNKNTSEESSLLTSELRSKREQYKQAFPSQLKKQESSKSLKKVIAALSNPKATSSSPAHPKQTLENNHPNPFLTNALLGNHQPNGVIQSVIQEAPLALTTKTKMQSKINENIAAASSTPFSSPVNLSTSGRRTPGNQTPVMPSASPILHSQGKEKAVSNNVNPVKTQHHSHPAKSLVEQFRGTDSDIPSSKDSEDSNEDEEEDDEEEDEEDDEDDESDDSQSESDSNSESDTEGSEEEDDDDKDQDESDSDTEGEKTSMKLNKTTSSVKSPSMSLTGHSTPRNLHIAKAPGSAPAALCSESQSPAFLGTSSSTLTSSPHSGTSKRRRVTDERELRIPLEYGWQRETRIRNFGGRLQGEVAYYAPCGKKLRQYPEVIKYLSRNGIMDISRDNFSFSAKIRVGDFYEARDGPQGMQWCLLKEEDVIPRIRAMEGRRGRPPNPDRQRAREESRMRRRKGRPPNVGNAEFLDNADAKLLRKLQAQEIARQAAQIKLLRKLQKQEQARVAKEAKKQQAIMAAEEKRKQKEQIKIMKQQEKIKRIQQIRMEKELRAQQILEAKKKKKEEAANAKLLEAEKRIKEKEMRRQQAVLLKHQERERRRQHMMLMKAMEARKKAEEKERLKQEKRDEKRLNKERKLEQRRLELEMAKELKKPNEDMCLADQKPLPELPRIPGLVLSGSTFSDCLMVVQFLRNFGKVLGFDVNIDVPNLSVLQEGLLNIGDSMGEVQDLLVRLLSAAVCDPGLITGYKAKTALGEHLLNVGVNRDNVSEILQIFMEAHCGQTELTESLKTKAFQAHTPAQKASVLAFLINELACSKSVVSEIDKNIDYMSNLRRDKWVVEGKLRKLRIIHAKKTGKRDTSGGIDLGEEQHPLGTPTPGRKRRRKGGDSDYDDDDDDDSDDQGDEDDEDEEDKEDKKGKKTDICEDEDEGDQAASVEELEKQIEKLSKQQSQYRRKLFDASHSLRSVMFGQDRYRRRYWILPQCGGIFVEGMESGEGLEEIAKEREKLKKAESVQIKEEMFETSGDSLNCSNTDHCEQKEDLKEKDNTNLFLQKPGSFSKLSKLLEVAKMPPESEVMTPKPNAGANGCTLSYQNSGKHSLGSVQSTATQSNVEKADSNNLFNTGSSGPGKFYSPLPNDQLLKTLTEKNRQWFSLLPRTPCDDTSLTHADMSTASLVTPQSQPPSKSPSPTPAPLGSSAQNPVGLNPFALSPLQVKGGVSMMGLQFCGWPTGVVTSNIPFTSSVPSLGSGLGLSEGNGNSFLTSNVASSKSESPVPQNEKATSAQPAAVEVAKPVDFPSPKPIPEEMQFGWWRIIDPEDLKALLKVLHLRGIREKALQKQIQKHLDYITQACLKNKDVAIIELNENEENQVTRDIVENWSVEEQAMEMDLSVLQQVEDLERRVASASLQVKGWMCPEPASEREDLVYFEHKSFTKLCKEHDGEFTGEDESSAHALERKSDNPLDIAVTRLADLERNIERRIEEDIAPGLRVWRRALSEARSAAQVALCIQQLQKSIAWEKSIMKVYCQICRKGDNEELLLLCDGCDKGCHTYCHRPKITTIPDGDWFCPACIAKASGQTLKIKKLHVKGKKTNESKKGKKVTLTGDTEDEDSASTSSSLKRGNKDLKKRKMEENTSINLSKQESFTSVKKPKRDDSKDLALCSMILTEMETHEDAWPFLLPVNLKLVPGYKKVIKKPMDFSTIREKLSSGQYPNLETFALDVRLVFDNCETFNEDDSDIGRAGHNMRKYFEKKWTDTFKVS
#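 BAZ2B 50 nM plus b-H3(5-23)K14Ac 50 nM, PBS pH 7.4/0.01% Tween-20, 30 min RT; compound added (max 110 uM), 30 min RT; streptavidin donor/Ni-chelate acceptor beads 10 ug/mL final, 20 min dark; AlphaScreen read.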
# BLM inh = blocks DNA unwinding by human BLM helicase | P54132 | recombinant BLM DNA unwinding, fluorescence dequenching | Potency, µM (highest dose often 56.1 µM), for the others: at the top dose activity change, negative = inhibition, actives largely listed as inhibitors | hit rate 0.2% among 350,000;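 also: plate controls were vehicle for no effect and no enzyme for full effect; nearly all actives have a fitted effect of over 35% in size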
# * = called active by the depositor; i = inactive; ? = inconclusive; . = no result given; ! = a repeat was not active; [ ] = remark or other dose. Unless noted, calls follow the shape of the dose curve; as a rule, active = well fitted curve in the direction sought with a large enough effect; inconclusive = small, poorly fitted or top-dose-only effect, or another doubt; inactive = no such curve, though single readings can be large; an effect the other way counts as inactive or inconclusive. Potency is read from the fitted curve at half-maximal effect. A portion of the library; rates above refer to the full screens.
JMJD2A Tudor inh	Pin1 inhibitor	G9a block	Tb PGK inh	POLI inh	HP1b chromo inh	GLS inh	BAZ2B inh	BLM inh	SMILES
-16%	0%	-1%	6%	2%	15%	5%	-3%	-5%	Cc1cccc(N2C(=O)CC(Sc3nc(-c4ccccc4)c4cc(Cl)ccc4n3)C2=O)c1 (stereo unspecified)
-3%	0%	-47%[59 µM]	-2%	170%[activator]	11%	1%	?	-8%	CC(C)c1ccc(OCC(=O)NC2=NCCS2)cc1
-20%	-4%	-33%	i	102%[activator]	2%	5%	-19%	-3%	N#Cc1c(C(F)(F)F)cc(-c2ccc(Cl)cc2)nc1SCC(=O)O
-26%	2%	-7%[59 µM]	-2%	-2%	9%	33%[activator]	1%	-12%	COc1ccccc1NNC(=O)C(O)(c1ccccc1OC)c1ccccc1OC
?	1%	?	-2%	-5%	15%	-4%	5%	-14%	O=C(NCCNC(=O)c1cccc(O)c1)c1cccc(O)c1
-6%	12%	50µM*	1%	17%	9%	9%	1%	-1%	O=C(O)COCC(=O)NCc1csc2ccccc12
?	3%	-46%[59 µM]	-4%	4%	-13%	1%	?	-7%	Cc1ccsc1CN1CCc2nc(Nc3ccccc3)ncc2C1
2%	-6%	-50%	i	4%	9%	-6%	-3%	-7%	Cc1cc(C)c(C)c(OCC(=O)NCC2CCCO2)c1 (stereo unspecified)
-21%	-9%	1%[2.33 µM]	-3%	5%	9%	4%	-7%	.	COC(=O)c1c(NC(=O)CN2C(=O)C(=O)N(C(C)C)C2=O)sc(C)c1C
-7%	-3%	7%	-7%	54%[activator]	15%	-4%	12%	-3%	Cc1ccc(-n2c(=O)c3ccccc3n(CC(=O)NCc3ccco3)c2=O)cc1
-13%[57.1 µM]	2%	13µM*	2%	13%	50%[activator]	9%	-19%	-6%	Cc1nn(C)c(C)c1C1Nc2ccccc2C(=O)N1O (stereo unspecified)
?	-2%	?	-3%	1%	-5%	9%	?	-3%	CC(C)CCNC(=S)Nc1ccc([N+](=O)[O-])cc1
-4%	1%	-6%[12.7 µM]	-7%	70%[activator]	38%	3%	-3%	-4%	Cc1ccnc(NC(=O)CCC2CCCCC2)c1
-3%	-2%	8%[59 µM]	-1%	22%	32%	6%	-11%	-2%	CCCn1c(=O)c2sccc2n2c(CCCC(=O)N3CCN(c4ccccc4)CC3)nnc12
-8%	-4%	?	-3%	83%[activator]	25%	-4%	-17%	-6%	CC(=O)N1CCC2(CC1)NC(=O)N(c1ccccc1)N2
-16%	-1%	8%[59 µM]	-10%	2%	17%	-4%	18%	-5%	CC(C)n1c(CCCO)nc2ccccc21
1.3µM*	-1%	3.5µM*	-12%	0%	27%	47%[activator]	.	-2%	CC(C)COP(=O)(c1ccc(N(C)C)cc1)C(O)c1ccccn1 (stereo unspecified)
-13%	0%	-17%	-1%	13%	22%	3%	-15%	-2%	COc1ccccc1C1SCCN1S(C)(=O)=O (stereo unspecified)
-4%	-4%	-16%[12.7 µM]	-4%	27%	27%	12%	-12%	1%	Cn1c(CCNC(=O)c2ccco2)nc2cc(NS(=O)(=O)c3ccccc3)ccc21
7%	5%	-4%[12.7 µM]	0%	-1%	43%[activator]	-7%	1%	.	NS(=O)(=O)c1ccc(CNC(=O)Cn2nc(C(F)F)cc2C(F)F)cc1
-33%	-2%	1%[59 µM]	.	-11%	9%	18%	-7%	-7%	COc1ccc(C2N=C(N)N=C(N)N2c2ccccc2)cc1OC (stereo unspecified)
-14%	-3%	9%	-4%	18%	57%[activator]	8%	22%	-7%	Cc1nn(C)cc1/C=N/NC(=O)c1sc2ccccc2c1Cl
-5%	24%	11%[12.7 µM]	-7%	-15%	12%	12%	-25%	-2%	C=CCn1c2ccccc2c2nnc(SCN3C(=O)c4ccccc4C3=O)nc21
-12%[11.4 µM]	-7%	15%[59 µM]	-8%	-13%	77%[activator]	4%	-19%	2%	O=C(O)/C=C/c1ccc(-n2ccnc2)cc1
?	-3%	-3%	-8%	?	8%	3%	-34%	-10%	COc1ccc(CCNC(=O)C(=O)NCC2OCCN2S(=O)(=O)c2ccccc2)cc1OC (stereo unspecified)
56µM*	-8%	0.56µM*	-30%	?	?	2%	10µM*	-8%	Cc1cc(=O)[nH]c(N=N/C(=N/Nc2ccc(O)cc2)c2ccccc2)n1
?	-2%	-33%[59 µM]	-6%	18%	0%	12%	-31%	-8%	CSc1ccc(S(=O)(=O)Nc2ccc(S(=O)(=O)Nc3ccc(C)cc3)cc2)cc1
-8%	-2%	.	0%	6%	33%	5%	-10%	-4%	C[C@@H]1CN(Cc2nc(-c3cnccn3)no2)C[C@H](C)O1
-1%	-2%	71%[activator][59 µM]	7%	54%[activator]	14%	-1%	-32%	-2%	C=CCn1c(SCc2ccccc2)nc2scc(-c3ccc(C)o3)c2c1=O
-25%	0%	-3%[59 µM]	0%	-4%	20%	-1%	-3%	-9%	COc1ccc(/C=N/NC(=O)c2cccc([N+](=O)[O-])c2)cc1OS(=O)(=O)c1ccccc1
-8%	-3%	-2%[59 µM]	2%	30%	30%	-11%	1%	-2%	O=C(CCC1CCCC1)Nc1ccc(OCC(=O)N2CCOCC2)cc1
-14%	-10%	-15%	i	-18%	13%	7%	-22%	-6%	Cn1c(-c2ccc3c(c2)OCO3)cc(=O)c2ccccc21
-18%	-3%	11%[59 µM]	-4%	-11%	20%	3%	2%	-1%	COc1ccc(S(=O)(=O)N(CC(=O)O)c2ccc(C)cc2)cc1
-14%	-4%	-14%[59 µM]	i	?	15%	4%	-6%	2%	Cc1c(/C=N/NC(=O)C(NC(=O)c2ccc3c(c2)OCO3)C(C)C)c2ccccc2n1C (stereo unspecified)
-12%	-11%	21%	-7%	18%	33%	1%	0%	3%	COc1ccccc1NC(=O)NCCN1C(=O)C2C3C=CC(C3)C2C1=O (stereo unspecified)
-22%	4%	17%	0%	-15%	16%	5%	.	-3%[75.6 µM]	COc1cc(C2CC(=O)Oc3cc(C)cc(C)c32)cc(OC)c1OC (stereo unspecified)
13%	2%	-9%	i	3%	54%[activator]	-1%	0%	-1%	CCOC(=O)N1CCN(C(=O)c2cn(C)c3ccc(S(=O)(=O)N(C)C4CCCCC4)cc3c2=O)CC1
5%	-6%	24%	5%	7%	24%	2%	-9%	-3%	Cc1ccc(C(=O)OC(C)C(=O)NC2CCCCC2C)cc1S(=O)(=O)N1CCOCC1 (stereo unspecified)
-17%	0%	-3%[59 µM]	4%	11%	19%[57 µM]	6%	10%	3%	COc1ccc(C(=O)Nc2nnc(SCc3cc(=O)c4cccc(F)c4[nH]3)s2)cc1
-18%	7%	-47%	8%	26%	11%	-3%	1%	-20%	O=C1NC(=O)/C(=C\c2cn(Cc3ccccc3F)c3ccccc23)N1
-8%	-2%	11%	0%	20%	59%[activator]	-26%	-19%	-1%	O=C(Cn1sc2ccccc2c1=O)N1CCN(C(=O)c2ccco2)CC1
-16%	14%	56µM*	-9%	20%	21%	-3%	-3%	2%	CC(=O)NC(CC(=O)NCCN1C(=O)S/C(=C\c2ccccc2)C1=O)c1ccccc1 (stereo unspecified)
-9%	3%	?	-7%	36%[activator]	0%	2%	11%	.	CC(C)CN(C(=O)c1cc(=O)[nH]c2ccccc12)c1c(N)n(Cc2ccccc2)c(=O)[nH]c1=O
-10%	0%	?	i	25%	23%	-7%	11%	8%	O=C(CSc1oc(-c2ccco2)nc1S(=O)(=O)c1ccccc1)NCC1CCCO1 (stereo unspecified)
-2%	14%	?	3%	-25%	3%	8%	-31%	-13%	O=C(CSc1nnnn1-c1ccc2c(c1)CCC2)Nc1ccc2c(c1)OCCO2
-3%	1%	-9%[12.7 µM]	7%	11%	41%[activator]	10%	4%[57.1 µM]	-13%	CCC1CCCCN1S(=O)(=O)c1ccc2c(c1)CCN2C(=O)C1CCC1 (stereo unspecified)
-27%	5%	?	-10%	?	-1%	-8%	-13%	-10%	COc1ccc(C2CC(=O)N(CC(=O)Nc3ccc(C)c(Cl)c3)c3ccccc3S2)cc1OC (stereo unspecified)
-20%	0%	-10%	-3%	2%	-18%	0%	-2%	-1%	Cc1ccccc1NC(=O)c1ccc2nccnc2c1
45µM*	?	?	?	10µM*!	18µM*!	13µM*!	40µM*	?	C[c-]1[c-](C)[c-](C)[c-](C)[c-]1C.[Fe].c1cc2nccc(N3CCCC3)[c-]2c1 (stereo unspecified)
182%[activator]	0%	222%[activator]	-25%	-1%	204%[activator]	-4%	108%[activator]	-1%	Cc1cccc(/C(N)=N/OC(=O)c2ccccc2Cl)c1
-36%	?	-33%[12.7 µM]	-3%	14%	22%	0%	-6%	1%	Cc1ccc(Nc2nc(N)[nH]c(=O)c2N=O)cc1
-19%	-12%	.	.	-19%	11%	.	.	2%	O=C1C[C@H](c2ccc(-c3ccccc3)cc2)N1S(=O)(=O)c1ccccc1[N+](=O)[O-]
-23%	-9%	?	-9%	15%	3%	?	-3%	-1%	O=C(NNC(=S)Nc1ccccc1Cl)c1ccncc1
-30%	0%	6%	-3%	92%[activator]	-6%	-3%	-4%	-6%	Cn1c(SCC(=O)N2CCOCC2)nnc1-c1ccco1

# Profiles, quoted from the list. Screens in order: JMJD2A Tudor inh	Pin1 inhibitor	G9a block	Tb PGK inh	POLI inh	HP1b chromo inh	GLS inh	BAZ2B inh	BLM inh
# Cc1cccc(/C(N)=N/OC(=O)c2ccccc2Cl)c1 in the list: 182%[activator]	0%	222%[activator]	-25%	-1%	204%[activator]	-4%	108%[activator]	-1%
# Cn1c(SCC(=O)N2CCOCC2)nnc1-c1ccco1 in the list: -30%	0%	6%	-3%	92%[activator]	-6%	-3%	-4%	-6%
# Cc1ccc(Nc2nc(N)[nH]c(=O)c2N=O)cc1 in the list: -36%	?	-33%[12.7 µM]	-3%	14%	22%	0%	-6%	1%
# C[c-]1[c-](C)[c-](C)[c-](C)[c-]1C.[Fe].c1cc2nccc(N3CCCC3)[c-]2c1 (stereo unspecified) in the list: 45µM*	?	?	?	10µM*!	18µM*!	13µM*!	40µM*	?
# O=C(NNC(=S)Nc1ccccc1Cl)c1ccncc1 in the list: -23%	-9%	?	-9%	15%	3%	?	-3%	-1%
